# Screening data as filed in PubChem.
# MITF inh: human MITF inhibition, primary screen. AlphaScreen MITF homodimerization, bead proximity signal. inhibition, % at 2.6 µM. actives 0.91% (n = 650,000). AID 1259374; in the data active means inhibition above about 50%;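 further: 0% = vehicle wells with protein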
# Target sequence (O75030 whole entry, looked up): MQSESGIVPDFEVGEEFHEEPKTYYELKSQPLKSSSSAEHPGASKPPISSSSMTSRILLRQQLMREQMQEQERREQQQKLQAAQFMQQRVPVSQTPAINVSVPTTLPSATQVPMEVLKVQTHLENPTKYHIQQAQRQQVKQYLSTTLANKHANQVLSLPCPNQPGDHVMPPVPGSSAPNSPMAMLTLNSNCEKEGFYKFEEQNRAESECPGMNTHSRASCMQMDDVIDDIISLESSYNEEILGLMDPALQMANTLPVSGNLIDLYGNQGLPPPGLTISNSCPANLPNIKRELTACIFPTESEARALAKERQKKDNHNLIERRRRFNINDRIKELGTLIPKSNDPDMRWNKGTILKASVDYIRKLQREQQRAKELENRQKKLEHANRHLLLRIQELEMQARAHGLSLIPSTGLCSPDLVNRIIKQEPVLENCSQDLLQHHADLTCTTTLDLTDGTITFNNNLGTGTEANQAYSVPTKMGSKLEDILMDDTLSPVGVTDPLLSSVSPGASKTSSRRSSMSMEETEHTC
# GPR151 activ: activates the human receptor GPR151. AID 1508602. actives 1% (n = 650,000). PathHunter beta-arrestin GPR151 cells, luminescence. Q8TDV0. activation, % at 11.2 µM; in the data active means activation above about 4.9%;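 further: 0% = median of compound wells and 100% = cells with positive control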
# Target sequence (Q8TDV0 whole entry, looked up): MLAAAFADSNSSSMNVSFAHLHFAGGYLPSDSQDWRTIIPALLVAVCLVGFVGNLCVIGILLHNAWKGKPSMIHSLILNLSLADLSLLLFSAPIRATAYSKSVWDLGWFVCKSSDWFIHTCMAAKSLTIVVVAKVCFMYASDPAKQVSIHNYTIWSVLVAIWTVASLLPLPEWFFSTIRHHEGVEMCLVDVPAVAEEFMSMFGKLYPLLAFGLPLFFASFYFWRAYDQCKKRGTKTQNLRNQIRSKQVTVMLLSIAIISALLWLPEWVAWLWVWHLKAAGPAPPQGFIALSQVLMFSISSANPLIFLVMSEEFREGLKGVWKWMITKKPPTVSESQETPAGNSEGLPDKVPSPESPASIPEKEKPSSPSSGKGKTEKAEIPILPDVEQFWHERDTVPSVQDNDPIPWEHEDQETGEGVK
# FBW7 activator: activators of human E3 ligase FBW7. Q969H0. AID 1259310. AlphaScreen FBW7–phospho-cyclin E peptide binding, activator screen. normalized activity (activation), % at 26.1 µM. actives 0.13% (n = 650,000); in the data active means normalized activity above about 1.9%;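 further: purified mutant Fbw7 with reduced substrate affinity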
# TEAD-YAP inh: TEAD-YAP interaction inhibition | HEK-TIYL cells, TEAD-Gal4/YAP UAS-luciferase luminescence | actives 1.4% (n = 640,000) | inhibition, % at 9.12 µM; in the data active means inhibition above about 32%;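 further: 0% = median of test compound wells and 100% = reference inhibitor wells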
# * hit, by the source's call.
structure | MITF inh | GPR151 activ | FBW7 activator | TEAD-YAP inh
CCCc1c(C(=O)N[C@H]2C[C@H]3C(=O)N[C@@H](CC)C(=O)N3C2)cnn1-c1ccccc1 | -7 | -0.3 | -0.3 | 6
O=C(c1ccc2ccccc2c1)N1CCc2ccccc21 | -1 | 0.2 | 0.1 | -27
O=[N+]([O-])c1ccc2c(c1)OCCOCCOCCOCCO2 | -8 | -0.2 | -0.1 | 6
COc1ccc(-c2nc3cc(NC(=O)c4cccc(OC)c4)ccc3o2)cc1 | 4 | 0.7 | 0.0 | -13
Cc1cccc(NC(=O)Nc2ccc(CN3CCN(C)CC3)cc2)c1 | 4 | 1.2 | -0.4 | 24
CCN(CC)C(=O)C1CCN(Cc2ccc(C(C)C)cc2)CC1 | 38 | 0.0 | 0.1 | -2
O=C(Nc1cccc(Cl)c1)N1CCCC(N2CCOCC2)C1 (centres undefined) | 13 | -0.6 | 0.0 | -5
Cc1nc([N+](=O)[O-])nn1C12CC3CC(CC(Cl)(C3)C1)C2 | 7 | 1.4 | -0.1 | -2
CCCCCCN=C(C)C1=C(O)C(C)OC1=O (centres undefined) | 9 | -1.6 | 0.5 | -8
CCc1ccc(NC(=O)CSc2nc3ccc(N4CCCCC4)cc3c(=O)n2Cc2ccccc2)cc1 | 0 | -0.9 | 0.0 | 12
CCCCNC(=O)CSc1nc2ccccc2c(=O)n1CCN1CCOCC1 | 18 | 2.3 | 0.4 | 1
Cc1ccc(-c2c(N3CCCC(C)C3)c(=O)c2=O)cc1C (centres undefined) | 16 | 1.2 | 0.0 | 3

# Five compounds drawn at random from those above:
structure | MITF inh | GPR151 activ | FBW7 activator | TEAD-YAP inh
CCCCCCN=C(C)C1=C(O)C(C)OC1=O (centres undefined) | 9 | -1.6 | 0.5 | -8
CCCCNC(=O)CSc1nc2ccccc2c(=O)n1CCN1CCOCC1 | 18 | 2.3 | 0.4 | 1
COc1ccc(-c2nc3cc(NC(=O)c4cccc(OC)c4)ccc3o2)cc1 | 4 | 0.7 | 0.0 | -13
CCCc1c(C(=O)N[C@H]2C[C@H]3C(=O)N[C@@H](CC)C(=O)N3C2)cnn1-c1ccccc1 | -7 | -0.3 | -0.3 | 6
Cc1nc([N+](=O)[O-])nn1C12CC3CC(CC(Cl)(C3)C1)C2 | 7 | 1.4 | -0.1 | -2

# (list continues)
structure | MITF inh | GPR151 activ | FBW7 activator | TEAD-YAP inh
COc1ccc(C(=O)NCc2nnc(SCC(=O)Nc3nccs3)n2-c2ccccc2OC)cc1OC | 8 | -1.1 | 0.5 | -6
COc1cccc(OC)c1C(=O)N1CCN(Cc2c(OC)ccc3ccccc23)CC1 | 39 | -0.6 | -0.3 | 0
O=S(=O)(N1CCCCCC1)n1ccnc1 | 0 | 0.9 | -0.1 | 9
COc1ccc(COC(=O)C2=C(C)NC(=O)NC2c2ccc(O)cc2)cc1 (centres undefined) | 4 | 0.0 | 0.0 | 4
CCN(CC)c1ccc(/C=C2/SC(=O)N(C(C)C(=O)OC)C2=O)cc1 (centres undefined) | 5 | -1.0 | 1.6 | 0
O=S(=O)(NC1CCCCC1N1CCOCC1)c1ccc(Cl)cc1 (centres undefined) | 19 | -0.4 | 0.1 | -4
CCOC(=O)c1c(N2C(N)=C(C#N)C(c3cccnc3)C3=C2CC(C)(C)CC3=O)sc2c1CCCCC2 (centres undefined) | -8 | 2.8 | -0.1 | 4
CC1CN(c2nc(-c3ccc([N+](=O)[O-])cc3)nc3ccccc23)CC(C)O1 (centres undefined) | 14 | 0.9 | 0.0 | -8
CC1S/C(=N/N=C/c2ccccc2)NC1=O (centres undefined) | -2 | -0.5 | 0.2 | -22
CCC(=O)N1c2ccccc2NC2=C(C(=O)CCC2)C1c1ccc(OC)c(OC)c1 (centres undefined) | -13 | 0.1 | -0.2 | -6
CCc1ccc(C2=NC(C)(CC)NC(c3cc(Cl)ccc3O)C2)cc1 (centres undefined) | 1 | 1.4 | 0.0 | 2
COCCn1c(SCC(=O)OC)nnc1-c1ccco1 | 3 | 0.4 | -0.1 | 9
Nc1nc(NC2CC2)cc(N2CCN(c3ccccn3)CC2)n1 | 1 | 0.6 | -0.1 | -7
CCCCCn1c(SCC(=O)Nc2ccccc2)nc2c1c(=O)[nH]c(=O)n2C | 5 | 1.2 | 0.0 | -4
CN(C(=O)c1cc2c(=O)oc3ccccc3c2s1)c1ccc(Cl)cc1 | 7 | -1.1 | 0.0 | 1
O=c1[nH]c(=O)n(-c2ccccc2)c(O)c1/C=N/n1cnnc1 | 17 | 0.6 | -0.1 | -11
CCOc1cc(C)ccc1OCc1nnc(SCC(=O)Nc2cccc(F)c2)n1C | -2 | -0.9 | -0.1 | 0
O=c1c2c(-c3ccccc3)csc2nc2c3ccccc3c(NCC3CCCO3)nn12 (centres undefined) | 11 | 0.3 | 0.2 | -2
COc1ccnc(N2CCC(N(Cc3cccnc3)C(=O)c3ccco3)CC2)n1 | 17 | 0.5 | 0.8 | 7
COC(=O)c1ccc(C(=O)OC)c(NC(=O)c2ccc3c(c2)OCO3)c1 | 2 | 1.0 | 0.4 | -1
COc1ccc(CNC(=O)CCc2nc3cccnc3n2Cc2ccccc2)cc1 | 10 | 1.4 | 0.0 | -3
C[C@@H]1NC(=O)[C@H]2CN(C(=O)c3cc(F)c(F)cc3F)CCN2C1=O | -9 | 0.6 | 0.1 | 10
CCCNC(=O)Cn1cnc2sc(C(=O)NCC(=O)OCC)c(C)c2c1=O | -10 | -2.5 | 0.0 | -8
CNC(=O)c1cc(-c2ccc(C)cc2)nc2ccccc12 | 11 | 5.4* | 0.8 | -5
CCCCCCC1COC(c2ccc(O)cc2)OC1 (centres undefined) | -11 | -1.1 | -0.1 | -10
CCc1ccccc1NC(=O)C1(S(=O)(=O)c2ccc(C)cc2)CC1 | 16 | -0.6 | 0.4 | -2
COc1ccc(CN2CCC3(CC2)CC3C(=O)N2CCCN(C)CC2)c(OC)c1 (centres undefined) | 15 | -1.3 | 0.4 | 3
O=C1CCCC2=C1C(c1cccc(Br)c1)Nc1ccc(C(=O)c3ccccc3)cc1N2 (centres undefined) | 7 | 1.0 | 0.0 | 68*
O=C(CSc1nnc(-c2ccccc2)n1-n1cccc1)Nc1nccs1 | 3 | -0.1 | -0.2 | 38*
Cc1ccc(NC(=O)Cn2cnc3ccccc3c2=O)c(Br)c1 | -19 | -0.7 | 0.0 | -7
O=C(CC1C(=O)NCCN1CC(c1ccccc1)c1ccccc1)NCC1(O)CCCCC1 (centres undefined) | -6 | -0.8 | 0.0 | -11
CCCCCc1ccc(-c2ccc(C(=O)Nc3ccc(OC)cc3)cc2)nc1 | 15 | 0.1 | 0.1 | 8
CN1CCN(C(=O)c2cc(COc3c(F)cccc3F)on2)CC1c1ccccc1 (centres undefined) | 7 | 1.8 | 0.5 | -1
CCOC(=O)C(Cc1c[nH]c2ccccc12)NC(=O)COc1cc(C)c(Cl)c(C)c1 (centres undefined) | 9 | -0.2 | 0.2 | 18
S=C(NCc1ccccn1)Nc1ccc(Cl)cc1 | -4 | -1.6 | -0.4 | -26
CC(C)c1ccc(CNC(=O)CSc2nnc(-c3cccc(F)c3)n2-c2ccccc2)cc1 | 4 | -0.4 | -0.1 | 4

# Seven consecutive compounds out of the list so far, for reference:
structure | MITF inh | GPR151 activ | FBW7 activator | TEAD-YAP inh
Nc1nc(NC2CC2)cc(N2CCN(c3ccccn3)CC2)n1 | 1 | 0.6 | -0.1 | -7
CCCCCn1c(SCC(=O)Nc2ccccc2)nc2c1c(=O)[nH]c(=O)n2C | 5 | 1.2 | 0.0 | -4
CN(C(=O)c1cc2c(=O)oc3ccccc3c2s1)c1ccc(Cl)cc1 | 7 | -1.1 | 0.0 | 1
O=c1[nH]c(=O)n(-c2ccccc2)c(O)c1/C=N/n1cnnc1 | 17 | 0.6 | -0.1 | -11
CCOc1cc(C)ccc1OCc1nnc(SCC(=O)Nc2cccc(F)c2)n1C | -2 | -0.9 | -0.1 | 0
O=c1c2c(-c3ccccc3)csc2nc2c3ccccc3c(NCC3CCCO3)nn12 (centres undefined) | 11 | 0.3 | 0.2 | -2
COc1ccnc(N2CCC(N(Cc3cccnc3)C(=O)c3ccco3)CC2)n1 | 17 | 0.5 | 0.8 | 7

# Following part.
structure | MITF inh | GPR151 activ | FBW7 activator | TEAD-YAP inh
COc1cc2nc(Nc3cnccn3)nc(NCCO)c2cc1OC | 3 | -0.8 | -0.1 | 11
CSc1ccc(Cl)c(C(=O)Nc2cccnc2)c1 | 4 | 0.3 | 0.0 | 0
C=CCNCCOc1ccc(C(C)(C)C)cc1C | 51* | 0.7 | -0.1 | 10
Cc1ccc(C)c(Cc2c(C)nc3c(C(=O)N4CCCC4)cnn3c2C)c1 | -1 | -0.1 | -0.2 | -6
COC(=O)C1=C(C)NC2=C(C(=O)CC(c3ccccc3)C2)C1c1ccccn1 (centres undefined) | -4 | 0.8 | 0.1 | 11
C#CCNC(=O)c1c(SC)nc2sccn2c1=O | 10 | 1.2 | 0.2 | 10
Cn1c(=O)c2c(nc(SCC(=O)N3CCCCC3)n2Cc2ccc(F)cc2)n(C)c1=O | 20 | -0.4 | 0.2 | 6
Cn1ccnc1SCc1cc(=O)c(OC(=O)c2c(F)cccc2F)co1 | -3 | 3.4 | -0.2 | 4
Nc1c(C(=O)N2CCOCC2)sc2nc3c(cc12)CCC3 | 12 | -8.2 | 0.2 | -47
O=C(Nc1nnc(SCCN2CCOCC2)s1)C1CCC1 | 4 | -0.6 | 0.0 | 3
O=C(c1ccc(SCc2ccccc2F)c([N+](=O)[O-])c1)N1CCCCC1 | 4 | 0.2 | 0.1 | 5
CC(c1ccccc1)n1cc(C(=O)c2cc(Br)ccc2O)cc(C#N)c1=O (centres undefined) | -5 | 0.8 | 0.0 | 3
CC(C)NC(=O)c1ccccc1-c1ccccc1 | -2 | -0.4 | -0.1 | 1
Cc1n[nH]c(C)c1CCC(=O)N/N=C/C=C/c1ccccc1 | 11 | 6.5* | -0.1 | 6
C/C(=N\Nc1ccc(C(F)(F)F)cn1)c1ccncc1 | -5 | 6.4* | -0.2 | -28
CCN1CCN(C(c2cccc(Cl)c2)c2sc3nc(-c4ccco4)nn3c2O)CC1 (centres undefined) | -7 | 1.3 | 0.0 | 6
COc1ccc(-n2c(=O)[nH]c3cc(C(=O)NCCc4ccccc4)ccc3c2=O)cc1OC | 1 | 0.4 | 0.0 | 9
CC(C)CNC(=O)c1cccc(C(=O)NCC(C)C)c1 | 3 | -0.4 | -0.1 | -3
COc1ccc(C)cc1S(=O)(=O)Nc1ccc(C(N)=O)cc1 | 3 | 0.6 | 0.0 | 2
O=[N+]([O-])c1ccc(Nc2ccc(Cl)cc2)c2nonc12 | 18 | -0.8 | -0.2 | 0
COc1cccc(C2C=C(c3ccc(Cl)cc3)Nc3ncnn32)c1OC (centres undefined) | 1 | 0.7 | -0.2 | 0
CC(C)CC(=O)CN1C(=O)c2ccccc2C1=O | 1 | 2.2 | -0.2 | -11
CCC(C)NC(=O)COC(=O)c1cc([N+](=O)[O-])ccc1Sc1nc(C)cs1 (centres undefined) | -8 | -0.6 | -0.1 | 0
Cc1ccc2[nH]c(-c3ccccc3)c(CN3CCN(C)CC3)c(=O)c2c1 | -2 | 0.0 | 0.0 | -3
Nc1nonc1-n1nnc(C(=O)N/N=C/c2cccc(Cl)c2)c1CN1CCCC1 | -16 | 0.8 | 0.0 | 6
CSc1nc2ccc(NC(=O)CSc3nnnn3-c3ccccc3)cc2s1 | -20 | 1.5 | 0.1 | 7
COc1cccc(OC)c1C(=O)NNC(=O)c1ccccc1O | -6 | 0.1 | 0.0 | 8
Cc1nc(N2CCC(C(=O)O)CC2)c2c3c(sc2n1)CCCC3 | -9 | 1.4 | -0.1 | 5
COc1nn(C)cc1-c1nnc(SCC(=O)Nc2ccc(Cl)c(Cl)c2)n1C | -8 | -0.8 | 0.5 | 10
O=C(Nc1ccc2oc(-c3cccc(Cl)c3Cl)nc2c1)c1ccccc1F | -5 | -0.3 | -0.4 | -2
COc1ccc(C2SCC(=O)N2c2c(C)n(C)n(-c3ccccc3)c2=O)c(OC)c1 (centres undefined) | -5 | -0.8 | -0.1 | -10
c1ccc(COC2C(C3COC4(CCCCC4)O3)OC3OC4(CCCCC4)OC32)cc1 (centres undefined) | -7 | 0.7 | -0.1 | 6
CC(=O)N1CCSc2cc(S(=O)(=O)Nc3ccc(C)c(C)c3)ccc21 | -3 | 0.4 | 0.0 | 0
CCN1C(=O)/C(=C\c2ccc(N3CCOCC3)c([N+](=O)[O-])c2)SC1=S | 0 | 0.4 | -0.1 | 13
C=CCn1c(SCCC#N)nnc1-c1ccncc1 | -12 | -1.8 | 0.0 | -5

# This is a random part of the collection. Share with any hit: about 3.4%.
